Compound activity: PubChem BioAssay, National Center for Advancing Translational Sciences (NCATS)
TrxR1 substrate = rat thioredoxin reductase 1 substrate activity; O89049; purified TrxR1 substrate turnover, NADPH consumption readout; Potency, µM (titrated, usually from 114 µM), for inactives: top-dose activity change, negative = substrate turnover; 0.01% of 390,000 active; AID 588456; note: potency is the fitted concentration of half-maximal effect; % is set by controls: 0 for no effect and ±100 for the full control effect; nearly all actives have a fitted effect of over 50% in size
Target sequence (O89049 whole entry, looked up): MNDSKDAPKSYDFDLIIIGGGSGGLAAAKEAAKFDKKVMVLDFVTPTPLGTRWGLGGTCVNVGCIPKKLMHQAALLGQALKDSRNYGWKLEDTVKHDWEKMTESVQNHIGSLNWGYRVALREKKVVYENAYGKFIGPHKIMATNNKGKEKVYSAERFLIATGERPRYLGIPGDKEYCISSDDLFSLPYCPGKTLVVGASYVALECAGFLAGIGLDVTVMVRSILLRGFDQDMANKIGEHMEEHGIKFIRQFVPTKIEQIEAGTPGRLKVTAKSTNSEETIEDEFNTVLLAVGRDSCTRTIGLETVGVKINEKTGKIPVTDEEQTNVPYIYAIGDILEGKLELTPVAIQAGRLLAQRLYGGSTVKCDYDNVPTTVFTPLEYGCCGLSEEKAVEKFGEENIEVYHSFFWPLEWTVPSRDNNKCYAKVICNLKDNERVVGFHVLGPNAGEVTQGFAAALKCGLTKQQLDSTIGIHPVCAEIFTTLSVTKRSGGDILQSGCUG
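Rat TrxR1, dispensed at 90 nM, was prereduced with 400 uM NADPH (final) for 5 min at ~22 deg C, then incubated with compound 15 min before 400 uM selenite. A first-read NADPH fluorescence drop versus no-compound background flagged substrates.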
GLS inhibitor = blocks human kidney-isoform glutaminase activity | O94925 | GLS enzymatic activity, qHTS titration | Potency, µM (doses to about 45.5 µM), for the others: at the top dose activity change, negative = inhibition, hits mostly inhibitors | 0.21% of 410,000 active | AID 624170; note: potency is the fitted concentration of half-maximal effect; % is set by controls: 0 for no effect and ±100 for the full control effect
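Assay buffer: 45 mM KH2PO4 pH 8.2, 0.02% Tween-20. hKGA acts on L-glutamine (1 mM solution added); product glutamate is reported by an oxidase/peroxidase Amplex Red coupling, with fluorescence taken at baseline and 30 min.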
Pin1 inhibitor = blocks the human prolyl isomerase Pin1; Pin1 FP peptide displacement, HiFluor488, 10 min; 0.009% of 390,000 active; Potency, µM (doses to about 115 µM), for the others: at the highest dose activity, negative = inhibition, hits mostly inhibitors; Q13526; active = well fitted inhibition curve with a large enough effect in the polarisation, with a control signal flat, not every such curve was filed as active; inconclusive = small, poorly fitted or top-dose-only effect, or effect the other way, or a change in a side signal; inactive = no such curve, though single readings can be large or run the other way; the % refers to the polarisation; note: potency is the fitted concentration of half-maximal effect; % is set by controls: 0 for no effect and ±100 for the full control effect
Target sequence (Q13526 whole entry, looked up): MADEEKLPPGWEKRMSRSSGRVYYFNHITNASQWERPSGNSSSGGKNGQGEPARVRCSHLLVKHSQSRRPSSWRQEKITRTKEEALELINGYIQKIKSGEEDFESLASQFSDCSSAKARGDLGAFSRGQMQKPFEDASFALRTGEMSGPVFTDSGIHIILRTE
PI4K2A inh = inhibitors of human PI4K2A | Q9BTU6 | purified PI4K2A, ADP-Glo luminescence, 1 h; hits give low values | activity change, negative = inhibition, % at 76.9 µM | 0.13% of 420,000 active | AID 1346378; in the data active = activity change below about -50%; inconclusive = mostly about -30% to -49%;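 note: -100% = wells without enzyme as full effect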
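Compounds are screened against recombinant PI4K2A using PI as substrate and ATP, the latter dispensed at 300 microM. Reactions run one hour at ambient temperature before ADP-Glo detection; full inhibition defined by wells lacking enzyme.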
USP1 inh = blocks the human USP1/UAF1 deubiquitinase complex; O94782; recombinant USP1/UAF1, Ub-Rhodamine cleavage fluorescence; Potency, µM (highest dose often 57.1 µM), for the others: at the top dose activity change, negative = inhibition, usual class: inhibitors; 0.23% of 390,000 active; note: potency is the fitted concentration of half-maximal effect; % is set by controls: 0 for no effect and ±100 for the full control effect; nearly all actives have a fitted effect of over 60% in size; inactives centre near -12
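USP1/UAF1 complex (1 nM) preincubated 15 min at room temperature with compound, then Ub-Rho substrate (150 nM final) added. Kinetic fluorescence at 480/540 nm over 6 reads at 60 s intervals; 50 mM HEPES pH 7.8, 0.5 mM EDTA, 0.1 mg/ml BSA, 1 mM TCEP, 0.01% Tween-20.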
IDH1 R132H inh = inhibitors of human mutant IDH1 R132H. O75874. IDH1-R132H enzyme, NADPH consumption, diaphorase/resazurin fluorescence. Potency, µM (doses to about 76.6 µM), for inactives: top-dose activity change, negative = inhibition, most hits filed as inhibitors. 0.093% of 390,000 active; note: potency is the fitted concentration of half-maximal effect; % is set by controls: 0 for no effect and ±100 for the full control effect; nearly all actives have a fitted effect of over 65% in size
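IDH1-R132H (0.5 ug/mL) preincubated 30 min with compound, then NADPH (0.016 mM) and alpha-KG (2 mM) added; 80 min at RT, pH 7.5. Remaining NADPH coupled via diaphorase/resazurin to fluorescence (540/590 nm); concentration-response curves normalized to no-enzyme control.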
TrxR1 inh = inhibitors of rat thioredoxin reductase 1 | Potency, µM (series often up to 114 µM), without a hit: at the top dose activity change, negative = inhibition, hits mostly inhibitors | recombinant rTrxR1, NADPH fluorescence consumption, selenite substrate | O89049 | AID 588453 | 1% of 390,000 active; note: potency is the fitted concentration of half-maximal effect; % is set by controls: 0 for no effect and ±100 for the full control effect; nearly all actives have a fitted effect of over 65% in size
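Rat TrxR1 (90 nM in the dispensed reagent) was pre-reduced with 400 uM NADPH for 5 min at room temperature, then incubated with compound for 15 min. After 400 uM selenite was added, NADPH fluorescence (Ex 340/Em 450 nm) was followed for 8 min.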
Tb PGK inh = T. brucei PGK inhibition; AID 602233; 0.043% of 380,000 active; Potency, µM (doses to about 57.5 µM), without a hit: top-dose activity change, negative = inhibition, actives largely listed as inhibitors; PGK/GAPDH coupled, Kinase-Glo luminescence, 60 min; note: potency is the fitted concentration of half-maximal effect; % is set by controls: 0 for no effect and ±100 for the full control effect; nearly all actives have a fitted effect of over 60% in size
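Recombinant glycosomal PGK reaction used 1,3-bisphosphoglycerate generated in-well by GAPDH (100nM final) in 100mM TEA pH 7.6, 5mM MgCl2, 0.01% Tween-20. After 60 minutes at room temperature, ATP was read by Kinase-Glo Plus luminescence end-point.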
HP1b binding inh = blocks HP1-beta chromodomain binding to methylated histone tails. P83916. AlphaScreen HP1-beta / biotin-H3K9me3 peptide binding. Potency, µM (series often up to 114 µM), for the others: at the top dose activity change, negative = inhibition, hits mostly inhibitors. 0.56% of 390,000 active. AID 540317; note: potency is the fitted concentration of half-maximal effect; nearly all actives have a fitted effect of over 70% in size; inactives centre near 23
Target sequence (P83916 whole entry, looked up): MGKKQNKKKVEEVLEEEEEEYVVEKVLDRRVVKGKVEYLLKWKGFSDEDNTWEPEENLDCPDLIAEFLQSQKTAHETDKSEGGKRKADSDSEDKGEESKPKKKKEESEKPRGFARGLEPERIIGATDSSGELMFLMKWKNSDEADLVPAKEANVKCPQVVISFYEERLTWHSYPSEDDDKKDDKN
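Compound inhibition of the preformed complex between 50 nM HP1-beta and 50 nM biotinylated H3K9me3 peptide was read by AlphaScreen. Buffer was PBS pH 7.4 with 0.01% Tween-20. Incubations ran 30 min at room temperature, with 10 ug/mL donor/acceptor beads.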
Numbers without * were called inactive; i = inactive; ? = inconclusive; / = no result given; & = joins results of further samples; [ ] = remark or other dose. Unless noted, calls come from the whole dose curve; as a rule, active = well fitted curve in the direction sought with a large enough effect; inconclusive = small, poorly fitted or top-dose-only effect, or another doubt; inactive = no such curve, though single readings can be large; an effect the other way counts as inactive or inconclusive.

SMILES	TrxR1 substrate	GLS inhibitor	Pin1 inhibitor	PI4K2A inh	USP1 inh	IDH1 R132H inh	TrxR1 inh	Tb PGK inh	HP1b binding inh
CCCCN(C)Cc1cc(=O)oc2ccc3ccccc3c12	-5%	1%	6%	11	-18%	-2%	?	-2%	106%[activator]
CC[C@]12c3[nH]c4cc(-c5ccco5)ccc4c3CCN1C(=O)[C@@H](CC(=O)NCCCn1ccnc1)C[C@@H]2C(=O)N1CCN(C(=O)c2ccco2)CC1	6%	13%	2%	-4	-6%	-6%	-3%	7%	-7%
O=C(NNC(=O)c1ccc2ccccc2c1)Nc1ccc(F)cc1	0%	18%	8%	-1	-21%	7%	11%	-15%	49%[activator]
CC(=O)NCc1ccc(S(=O)(=O)N/N=C/c2ccccc2)cc1	-22%[57.1 µM]	-9%	-11%	1	-7%	5%	15%[57.1 µM]	0%	49%[activator]
CCn1cc(C(=O)O)c(=O)c2cnc(N3CCN(C(=S)Nc4ccccc4C(F)(F)F)CC3)nc21	17%	-2%	-9%	-1	-14%	9%	19%[0.0914 µM]	-1%	25%
CC(=O)c1ccc(-n2c(C)c(C(C)=O)c3cc(O)ccc32)cc1	5%	3%	-9%	-4	11%	11%	13%	-8%	0%
Cn1c(SCC(=O)Nc2ccc(F)cc2)nc2c([nH]c3ccccc32)c1=O	5%	1%&1%	5%&1%	1&-6	-18%&-18%	-11%&11%	27%	-2%	12%&17%
O=C(Nc1nc2ccccc2s1)c1ccc([N+](=O)[O-])o1	-9%	0%	-2%	-3	-24%	-2%	-16%	/	61%[activator]
Cc1nc2ccccn2c(=O)c1NC(=O)c1cccc(F)c1	-1%[57.1 µM]	-4%	-9%	2	0%	2%	21%[57.1 µM]	-2%	17%[57 µM]
COc1ccc(O)c(/C=N/NC(=O)c2ccc(CSc3nc(C)cc(C)n3)cc2)c1	-3%	2%	?	0	-12%	-3%	5%	0%	6%
Cc1ccc(S(=O)(=O)NC(=O)NCc2ccccn2)cc1	7%	8%	1%	0	3%	13%	2%	1%	13%
N#Cc1ccc(Cl)cc1NC(=O)COC(=O)c1ccc(S(=O)(=O)N2CCCC2)cc1	1%	-11%	-4%	2	-18%	-3%	4%	0%	25%
CCc1cccc(NC(=O)COC(=O)C2CCN(c3ccc(C(F)(F)F)cn3)CC2)c1	-6%	2%	4%	-2	-24%	3%	2%	-7%	54%[activator]
COCCc1nn2c(=O)cc(COC(=O)c3cccs3)nc2s1	-2%[57.1 µM]	0%	4%	-3	22%	0%	6%[57.1 µM]	i	9%
COc1cc(CN2CCC(Oc3cc(C(=O)NC4CC4)ccc3OC)CC2)cc(OC)c1	5%	-8%	-1%	-11	-13%	2%	10%	i	56%[activator]
O=C(NC(=O)c1c(F)cccc1F)Nc1cccc(Oc2ncc(Cl)cn2)c1	-3%	6%	-2%	2	-3%	2%	-6%	2%	26%
OC(CCCN1CCC(O)(c2ccc(Cl)cc2)CC1)c1ccc(F)cc1 (centres undefined)	6%	-3%	-6%	1	-17%	-12%	36%	-5%	31%
CCCCNS(=O)(=O)c1ccc2nc(SCC(=O)Nc3sccc3C#N)[nH]c2c1	0%	9%	37%[activator]	-3	-19%	-16%	-3%	1%	12%
COC(=O)c1ccc(C2NC(C(=O)O)CS2)cc1 (centres undefined)	2%	2%	-4%	0	-7%	-2%	31%	-7%	-63%
CC[C@]1(C(=O)OC)[C@H]2C(=O)N(C)C(=O)[C@H]2[C@H]2CN(C)C(=NC3CCCCC3)N21	10%	-4%	-11%	1	-18%	-8%[38.3 µM]	38%[activator]	-6%	40%[activator]
CCOC(=O)c1ccccc1NC(=O)CSc1nnc(C(C)C)n1CC	-1%	7%	-12%	6	-5%	18%	-2%	5%	24%
CCOC(=O)c1c(NC(=O)CSc2nc3ccccc3o2)sc(C(C)=O)c1C	0%	5%	?	-2	-29%	-1%	-4%	-8%	34%
COC(=O)c1ccc(N)nc1	-2%	-4%	0%	0	-12%	-4%	12%	-7%	27%
CCCn1c(N)c(C(=O)COC(=O)CNC(=O)c2ccc(C)c(C)c2)c(=O)n(C)c1=O	2%	-1%	0%	0	-20%	-3%	25%	-8%	46%[activator]
CCNC(=O)NC(=O)CSc1nc2ccccc2n1CC(C)C	1%	7%	2%	3	-19%	-2%	9%	-2%	14%

Rewritten as a markdown table: 7 of the compounds above.
| canonical_smiles | TrxR1 substrate | GLS inhibitor | Pin1 inhibitor | PI4K2A inh | USP1 inh | IDH1 R132H inh | TrxR1 inh | Tb PGK inh | HP1b binding inh |
| --- | --- | --- | --- | --- | --- | --- | --- | --- | --- |
| O=C(NC(=O)c1c(F)cccc1F)Nc1cccc(Oc2ncc(Cl)cn2)c1 | -3% | 6% | -2% | 2 | -3% | 2% | -6% | 2% | 26% |
| OC(CCCN1CCC(O)(c2ccc(Cl)cc2)CC1)c1ccc(F)cc1 (centres undefined) | 6% | -3% | -6% | 1 | -17% | -12% | 36% | -5% | 31% |
| CCCCNS(=O)(=O)c1ccc2nc(SCC(=O)Nc3sccc3C#N)[nH]c2c1 | 0% | 9% | 37%[activator] | -3 | -19% | -16% | -3% | 1% | 12% |
| COC(=O)c1ccc(C2NC(C(=O)O)CS2)cc1 (centres undefined) | 2% | 2% | -4% | 0 | -7% | -2% | 31% | -7% | -63% |
| CC[C@]1(C(=O)OC)[C@H]2C(=O)N(C)C(=O)[C@H]2[C@H]2CN(C)C(=NC3CCCCC3)N21 | 10% | -4% | -11% | 1 | -18% | -8%[38.3 µM] | 38%[activator] | -6% | 40%[activator] |
| CCOC(=O)c1ccccc1NC(=O)CSc1nnc(C(C)C)n1CC | -1% | 7% | -12% | 6 | -5% | 18% | -2% | 5% | 24% |
| CCOC(=O)c1c(NC(=O)CSc2nc3ccccc3o2)sc(C(C)=O)c1C | 0% | 5% | ? | -2 | -29% | -1% | -4% | -8% | 34% |

Continuation:
SMILES	TrxR1 substrate	GLS inhibitor	Pin1 inhibitor	PI4K2A inh	USP1 inh	IDH1 R132H inh	TrxR1 inh	Tb PGK inh	HP1b binding inh
O=C(Nc1cc2c(cc1C(=O)c1ccccc1Cl)OCCO2)c1ccc(Br)cc1	-1%	1%	5%	-10	5%	-10%	5%	i	1%
Cc1c(C#N)c(SCC(N)=O)nc2c1CCCC2	12%[57.1 µM]	2%	-3%	10	-13%	1%	13%[57.1 µM]	0%	23%
COC(=O)C1=C(C)NC(=O)C1(NS(=O)(=O)c1ccc(C)cc1)C(F)(F)F (centres undefined)	1%	3%	0%	-1	-10%	6%	?	-2%	26%
COCCNC(=O)c1cc(OC)c(OC)cc1[N+](=O)[O-]	-8%	0%	-3%	4	-19%	3%	-9%	4%	34%
CS(=O)(=O)N1CCN(c2ccc(NC(=O)CSc3nnc(-c4ccco4)o3)cc2)CC1	3%[57.1 µM]	5%	0%	-10	-21%	-2%	8%[57.1 µM]	-3%	-13%
CCOC(=O)N1CCN(Cc2nc3cc([N+](=O)[O-])ccc3n2CC)CC1	-4%	-3%	-3%	6	-13%	-8%	11%	-6%	29%
COc1cc2c(cc1OC)CN(C(=O)/C=C/c1ccccc1[N+](=O)[O-])CC2	4%	-1%	-6%	0	-24%	3%	21%	-4%	-2%
CCOC(=O)c1c(NC(=O)CSc2cn(CCNC(=O)c3c(F)cccc3F)c3ccccc23)sc2c1CCC2	18%[11.4 µM]	2%	29%	-2	?	-4%	37%[11.4 µM]	7%	17%
Cc1cc(C)c(OCC(=O)OCC(=O)N(C)C2CCS(=O)(=O)C2)c(C)c1 (centres undefined)	-8%	-13%	2%	1	-1%	7%	-8%	-2%	38%[activator]
O=C(OCC(=O)N(C1CCCCC1)C1CCCCC1)c1cnccn1	3%[11.4 µM]	-4%	10%	-1	-6%	7%	1%[11.4 µM]	1%	-2%
Cc1cc(F)ccc1S(=O)(=O)N1CCCOC1CNC(=O)C(=O)NC1CCCC1 (centres undefined)	9%[57.1 µM]	-2%	-9%	-2	-10%	8%	16%	0%	24%
COc1ccc(/C(C)=N/OCC(=O)N2CC3(C)CC2CC(C)(C)C3)cc1 (centres undefined)	7%[57.1 µM]	-17%	-1%	-5	-24%	7%	1%[57.1 µM]	-1%	27%
COc1ccc(OCCCC(=O)Nc2cccc(C(C)=O)c2)cc1	-12%	-4%	?	0	-25%	4%	-5%	-5%	35%
Cc1ccc(S(=O)(=O)N2CCOCC2)cc1C(=O)Nc1cc(Cl)ccc1N1CCOCC1	2%	-12%	-5%	5	-5%	6%	9%	0%	36%
CCCN1CCN(C(=O)Nc2ccc(OCC)cc2)CC1	2%	23%	-2%	-1	-17%	-1%	11%	-8%	3%
CCOC(=O)Cn1c2c(c(=N)c3ccccc31)CCC2	-6%	-7%	-2%	2	-18%	7%	-13%	-6%	25%

Not all compounds are listed; the hit share may differ from the screen's.
